From PubChem BioAssay
thrombin 1536 = inhibitors of human thrombin | P00734 | alpha-thrombin, Boc-VPR-AMC fluorogenic substrate cleavage | inhibition, % at 5 µM | 0.26% of 220,000 active | AID 1046;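 active = inhibition at or above 40%; inactive = inhibition below 40%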;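 note: 0% = enzyme with no compound and 100% = wells without enzyme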
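Material: human alpha-thrombin protein. Incubation: reaction at ambient temperature. Technique: fluorescence of released AMC, ex 355 nm, em 460 nm. Control set: no-compound enzyme wells and no-enzyme blanks. Also added: Boc-VPR-AMC substrate, 15 µM final. Buffer or medium: pH 7.5 Tris (50 mM) with NaCl 150 mM, Tween 20 0.05%.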
hK5 inh = kallikrein 5 (human) inhibition; Q9Y337; recombinant hK5, fluorogenic AMC substrate cleavage; inhibition, % at 5 µM; 0.59% of 210,000 active; AID 873;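 active = inhibition of 40% or more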;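 note: 0% = enzyme controls without compound and 100% = no-enzyme blanks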
Target sequence (Q9Y337 67-293 limits assumed): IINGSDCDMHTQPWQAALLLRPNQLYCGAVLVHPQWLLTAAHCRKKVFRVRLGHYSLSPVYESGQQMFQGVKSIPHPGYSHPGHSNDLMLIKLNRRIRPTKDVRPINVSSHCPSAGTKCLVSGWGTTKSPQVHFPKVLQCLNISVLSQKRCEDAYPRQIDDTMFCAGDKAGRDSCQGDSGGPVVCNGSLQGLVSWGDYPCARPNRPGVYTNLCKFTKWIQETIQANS
FXIIa inh = factor XIIa (human) inhibition; P00748; purified FXIIa, Boc-QGR-AMC fluorogenic substrate, 2 h; inhibition, % at 5 µM; 0.3% of 220,000 active; AID 800; in the data active = inhibition above about 40%;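 note: 0% = enzyme with no compound and 100% = blank without enzyme; many of its hits are not listed in these tables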
FXIa inh = inhibitors of human coagulation factor XIa | P03951 | purified FXIa, Boc-Glu-Ala-Arg-AMC fluorogenic substrate | inhibition, % at 5 µM | 0.14% of 220,000 active | AID 798;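 active = inhibition of at least 40%; inactive = inhibition below 40%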;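 note: fluorescence of freed AMC excited at 355 nm; 0% = enzyme without compound and 100% = no enzyme blank; many of its hits are not listed in these tables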
Furin inh = blocks human furin protease activity; inhibition, % at 30 µM; 0.061% of 220,000 active; AID 463115; purified furin, fluorogenic substrate cleavage; P09958; in the data active = inhibition above about 25%; note: inactives centre near -15
Cl transport mod = KCC2 (human) Cl- transport modulation. Q9H2X9. KCC2 cells, thallium flux FluoZin-2 fluorescence. B-score of Tl+ flux slope (higher = more flux/activation; lower = inhibition) at 10 µM. 2.2% of 190,000 active;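 active = thallium flux slope and its plate-corrected score both differing from the plate sample mean at a set confidence after two filtering rounds, in either direction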;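 note: slope of fluorescence scaled to starting intensity during 10 to 20 s after thallium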
p97 ATPase inh = blocks human p97 ATPase activity; 0.42% of 220,000 active; recombinant p97 ATPase, Kinase-Glo ATP luminescence, 3 h; P55072; AID 1481; inhibition, % at 8 µM; in the data active = inhibition above about 15%;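 note: 0% = DMSO vehicle and 100% = wells lacking enzyme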
Target sequence (P55072 whole entry, looked up): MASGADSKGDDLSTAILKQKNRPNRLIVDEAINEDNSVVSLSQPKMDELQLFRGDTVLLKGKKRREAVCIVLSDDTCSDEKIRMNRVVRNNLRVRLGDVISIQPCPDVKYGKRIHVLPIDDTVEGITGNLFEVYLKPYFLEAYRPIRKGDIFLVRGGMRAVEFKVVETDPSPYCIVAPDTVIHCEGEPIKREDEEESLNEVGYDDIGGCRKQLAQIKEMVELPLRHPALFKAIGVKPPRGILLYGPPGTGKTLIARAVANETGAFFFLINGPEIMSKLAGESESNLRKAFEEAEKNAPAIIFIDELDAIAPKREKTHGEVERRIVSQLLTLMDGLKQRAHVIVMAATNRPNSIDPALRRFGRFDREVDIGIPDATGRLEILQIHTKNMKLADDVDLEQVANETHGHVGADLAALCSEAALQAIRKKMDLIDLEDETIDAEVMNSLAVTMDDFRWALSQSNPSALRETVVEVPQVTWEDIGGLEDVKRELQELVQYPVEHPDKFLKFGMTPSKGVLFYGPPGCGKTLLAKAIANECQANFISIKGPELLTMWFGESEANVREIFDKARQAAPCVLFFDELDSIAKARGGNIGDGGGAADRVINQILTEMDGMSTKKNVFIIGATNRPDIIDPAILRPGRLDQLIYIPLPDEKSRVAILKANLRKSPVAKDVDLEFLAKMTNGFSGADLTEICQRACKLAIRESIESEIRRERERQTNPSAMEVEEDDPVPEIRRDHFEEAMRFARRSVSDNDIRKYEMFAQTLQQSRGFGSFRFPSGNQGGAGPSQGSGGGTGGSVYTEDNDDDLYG
PERK inhibitor = inhibitors of human PERK kinase. CHO PERK-DD fusion, SEAP luminescence translation reporter. Q9NZJ5. 0.17% of 220,000 active. inhibition, % at 5.6 µM;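 active = inhibition above the mean inhibition of all tested compounds plus 3 SD, set separately per screening campaign, cut at about 2.9% in these data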;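 note: PERK kinase domain activated by AP20187 dimerizer at 100 nM; 0% = DMSO with dimerizer and 100% = rapamycin at 8.4 µM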
Wee1 degr inh = inhibitors of human Wee1 degradation; P30291; HeLa Luc-Wee1K328M stability, luciferase luminescence; 100% = proteasome inhibitor MG132 effect; reporter increase, % at 5 µM; 1.2% of 220,000 active; AID 1321;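 active = activation above the mean of all tested compounds plus 3 SD, set per screening run, cut at about 8.8% in these data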;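 note: cells exposed to compound for 20 h before luminescence read; 0% = DMSO alone and 100% = MG132 at 30 µM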
* hit, by the source's call; [ ] = dose if it differs, or a comment.

What do the screens show for `N#Cc1ccc(C(=O)NCC(c2ccco2)N2CCCC2)cc1` (stereo unspecified)?
thrombin 1536: -12.8; hK5 inh: -1.4; FXIIa inh: -21.9; FXIa inh: -5.2; Furin inh: -27.9[20 µM]; Cl transport mod: -0.053; p97 ATPase inh: 2.2; PERK inhibitor: 0.4; Wee1 degr inh: -1.5

How did Cc1ccccc1NC(=O)c1snc2c(=O)[nH]cnc12 do in these assays?
thrombin 1536: -3.6; hK5 inh: -2.8; FXIIa inh: 3.3; FXIa inh: -2.4; Furin inh: -12.1; Cl transport mod: -0.0808; p97 ATPase inh: 3.7; PERK inhibitor: 0.3; Wee1 degr inh: -1.1

How did CCOC(=O)C1=C(CSc2nc(-c3ccccc3)ccc2C#N)OC(N)=C(C#N)C1c1cccnc1 (stereo unspecified) do in these assays?
thrombin 1536: -8.9; hK5 inh: -33.5; FXIIa inh: 14.8; FXIa inh: -1.5; Furin inh: -8.3[20 µM]; Cl transport mod: 0.0099; p97 ATPase inh: 2.9; PERK inhibitor: 0.5; Wee1 degr inh: 1.3

What do the screens show for `O=C(NCc1ccco1)c1cc([N+](=O)[O-])cc([N+](=O)[O-])c1`?
thrombin 1536: -0.1; hK5 inh: -15.4; FXIIa inh: 20.0; FXIa inh: 9.0; Furin inh: -22.1; Cl transport mod: 1.12; p97 ATPase inh: 4.2; PERK inhibitor: 0.9; Wee1 degr inh: -1.6

What do the screens show for `CS(=O)(=O)c1ccc2nc(NC(=O)CCC(=O)c3cccs3)sc2c1`?
thrombin 1536: -3.5; hK5 inh: 5.4; FXIIa inh: 12.1; FXIa inh: -2.5; Furin inh: 8.0[20 µM]; Cl transport mod: -0.36; p97 ATPase inh: 3.3; PERK inhibitor: 0.2; Wee1 degr inh: 3.0

What do the screens show for `COc1cccc(-c2nc3n(n2)C(c2ccc4c(c2)OCO4)C(C(N)=O)=C(C)N3)c1` (stereo unspecified)?
thrombin 1536: 1.1; hK5 inh: 6.0; FXIIa inh: 12.6; FXIa inh: 1.1; Furin inh: -18.3; p97 ATPase inh: 0.5; PERK inhibitor: -0.4; Wee1 degr inh: 1.2

What do the screens show for `COc1ccc(NC(=O)CSc2nnc(-c3ccco3)n2C)cc1`?
thrombin 1536: -3.7; hK5 inh: -22.6; FXIIa inh: 3.7; FXIa inh: -7.8; Furin inh: -24.2; Cl transport mod: 0.0673; p97 ATPase inh: -1.0; PERK inhibitor: 0.0; Wee1 degr inh: 0.4

How did O=C(CSCc1nc2ccccc2[nH]1)Nc1ccccc1 do in these assays?
thrombin 1536: -8.5; hK5 inh: -23.8; FXIIa inh: -5.1; FXIa inh: -8.2; Furin inh: -19.5; Cl transport mod: -0.17; p97 ATPase inh: 2.4; PERK inhibitor: 1.1; Wee1 degr inh: -0.5

What do the screens show for `O=C(CSc1ccc(-c2nc3ccccc3[nH]2)cn1)Nc1ccc(S(=O)(=O)NC2CC2)cc1`?
thrombin 1536: -6.6; hK5 inh: -5.6; FXIIa inh: 0.8; FXIa inh: -1.6; Furin inh: -8.7; Cl transport mod: 0.512; p97 ATPase inh: 4.8; PERK inhibitor: 0.7; Wee1 degr inh: 5.6

What do the screens show for `Cc1c(NC(=O)CSc2nnc(Nc3ccccc3)s2)c(=O)n(-c2ccccc2)n1C`?
thrombin 1536: -7.5; hK5 inh: -4.9; FXIIa inh: 9.1; FXIa inh: 0.4; Furin inh: -23.0; Cl transport mod: 1.07; p97 ATPase inh: 0.6; PERK inhibitor: 1.2; Wee1 degr inh: -1.2

What do the screens show for `Nc1c(-c2ccccc2)n[nH]c1-c1ccccc1`?
thrombin 1536: 1.5; hK5 inh: -3.6; FXIIa inh: 9.0; FXIa inh: 2.2; Furin inh: -30.1[20 µM]; Cl transport mod: 0.218; p97 ATPase inh: 2.7; PERK inhibitor: 0.3; Wee1 degr inh: -0.7

Results for O=c1c2ccccc2nc2c3ccccc3c(Cl)nn12 ?
thrombin 1536: -12.9; hK5 inh: -0.4; FXIIa inh: 3.7; FXIa inh: -2.6; Furin inh: -21.9; Cl transport mod: -0.767; p97 ATPase inh: 21.2*; PERK inhibitor: 1.1; Wee1 degr inh: 5.0

Overlap with the part before: two compounds; new compounds follow.
What do the screens show for `Nc1c(-c2ccccc2)n[nH]c1-c1ccccc1`?
thrombin 1536: 1.5; hK5 inh: -3.6; FXIIa inh: 9.0; FXIa inh: 2.2; Furin inh: -30.1[20 µM]; Cl transport mod: 0.218; p97 ATPase inh: 2.7; PERK inhibitor: 0.3; Wee1 degr inh: -0.7

Results for O=c1c2ccccc2nc2c3ccccc3c(Cl)nn12 ?
thrombin 1536: -12.9; hK5 inh: -0.4; FXIIa inh: 3.7; FXIa inh: -2.6; Furin inh: -21.9; Cl transport mod: -0.767; p97 ATPase inh: 21.2*; PERK inhibitor: 1.1; Wee1 degr inh: 5.0

How did COc1ccccc1C(=O)Oc1ccc2c(c1)O/C(=C\c1ccncc1)C2=O do in these assays?
thrombin 1536: -3.6; hK5 inh: -5.5; FXIIa inh: 6.8; FXIa inh: 6.0; Furin inh: -8.0; Cl transport mod: -0.267; p97 ATPase inh: 6.3; PERK inhibitor: 0.7; Wee1 degr inh: -1.7

Results for Clc1ccc2nc(-c3ccccc3)c(CN3CCOCC3)n2c1 ?
thrombin 1536: 2.5; hK5 inh: -8.3; FXIIa inh: 19.5; FXIa inh: 2.2; Furin inh: -11.0[20 µM]; p97 ATPase inh: 3.5; PERK inhibitor: -0.4; Wee1 degr inh: -3.1

What do the screens show for `CC(C)C(OC(=O)c1ccco1)C(=O)NCc1ccco1` (stereo unspecified)?
thrombin 1536: 1.4; hK5 inh: -1.1; FXIIa inh: 13.8; FXIa inh: 0.2; Furin inh: -20.4; Cl transport mod: -0.0042; p97 ATPase inh: -2.3; PERK inhibitor: 0.0; Wee1 degr inh: -0.5

How did COc1c(F)c(F)c(C(=O)Nc2cccc(Cl)c2N2CCOCC2)c(F)c1F do in these assays?
thrombin 1536: 0.2; hK5 inh: -1.0; FXIIa inh: 3.4; FXIa inh: -0.5; Furin inh: -19.2[20 µM]; Cl transport mod: 1.3; p97 ATPase inh: -0.1; PERK inhibitor: 0.4; Wee1 degr inh: 4.8

What do the screens show for `CC(=O)c1ccc(C(=O)N2CCc3c([nH]c4ccccc34)C2c2cccc(C)n2)s1` (stereo unspecified)?
thrombin 1536: 0.1; hK5 inh: 3.5; FXIIa inh: 14.0; FXIa inh: 6.2; Furin inh: -15.8; Cl transport mod: -0.589; p97 ATPase inh: 3.9; PERK inhibitor: -1.8; Wee1 degr inh: 4.5

Results for CC(C)N1CCC(N2CCN(CC#Cc3ccccc3)CC2CCO)CC1 (stereo unspecified) ?
thrombin 1536: 2.0; FXIIa inh: 5.3; FXIa inh: -1.5; Furin inh: -23.0; p97 ATPase inh: -0.5; PERK inhibitor: 0.3; Wee1 degr inh: 15.7*

How did COC(=O)Cc1nnc(NC(=O)C(C)C)s1 do in these assays?
thrombin 1536: -14.7; hK5 inh: -25.3; FXIIa inh: -9.5; FXIa inh: -10.4; Furin inh: -21.2[20 µM]; Cl transport mod: 1.56; p97 ATPase inh: -1.3; PERK inhibitor: -1.1; Wee1 degr inh: -1.5

What do the screens show for `CCOC(=O)c1c(CC(C)C)csc1/N=C/C1C(=O)CCCC1=O`?
thrombin 1536: -0.4; hK5 inh: -0.1; FXIIa inh: 5.1; FXIa inh: -0.4; Furin inh: -11.2; Cl transport mod: 0.0565; p97 ATPase inh: 3.8; PERK inhibitor: -0.8; Wee1 degr inh: 7.0

Results for C/C(Cc1ccccc1)=N\NC(=O)c1cccnc1 ?
thrombin 1536: 2.3; hK5 inh: -4.3; FXIIa inh: 11.7; FXIa inh: 6.3; Furin inh: -16.5; Cl transport mod: -0.303; p97 ATPase inh: -2.2; PERK inhibitor: 0.3; Wee1 degr inh: 2.2

What do the screens show for `N#Cc1ccsc1NC(=O)COC(=O)c1ccc2ccccc2c1`?
thrombin 1536: -0.6; hK5 inh: -13.2; FXIIa inh: -5.8; FXIa inh: -12.3; Furin inh: -7.2; Cl transport mod: 0.991; p97 ATPase inh: -6.2; PERK inhibitor: -0.4; Wee1 degr inh: 2.2

What do the screens show for `O=C(NCCc1ccccc1)C1CCCN(S(=O)(=O)c2cccs2)C1` (stereo unspecified)?
thrombin 1536: -0.6; hK5 inh: -4.8; FXIIa inh: 11.7; FXIa inh: 7.8; Furin inh: -19.2; Cl transport mod: -2.42; p97 ATPase inh: 3.5; PERK inhibitor: 0.4; Wee1 degr inh: 4.3

What do the screens show for `Cn1c(Cn2cnc3ccccc32)nnc1SCC(=O)CC(=O)Nc1ccccc1`?
thrombin 1536: 1.2; hK5 inh: -3.2; FXIIa inh: -0.5; FXIa inh: 2.5; Furin inh: -25.2; Cl transport mod: 0.563; p97 ATPase inh: -0.7; PERK inhibitor: 1.6; Wee1 degr inh: -0.8

Results for Cc1cc(N2CCN(C)CC2)nc2ccc(NC(=S)N3CCN(c4ccc(F)cc4)CC3)cc12 ?
thrombin 1536: 1.2; hK5 inh: 0.8; FXIIa inh: 7.3; FXIa inh: -3.7; Furin inh: -15.9; Cl transport mod: 1.2; p97 ATPase inh: -3.3; PERK inhibitor: -0.7; Wee1 degr inh: 1.8

What do the screens show for `COc1ccc(-c2cn3cc(C)ccc3n2)cc1Br`?
thrombin 1536: 1.2; hK5 inh: -5.8; FXIIa inh: 12.6; FXIa inh: 8.5; Furin inh: -24.7; Cl transport mod: -0.258; p97 ATPase inh: 3.7; PERK inhibitor: -0.4; Wee1 degr inh: 2.2

How did COc1cc(C(=O)NCCOc2ccc(F)cc2)c(Br)c(OC)c1OC do in these assays?
thrombin 1536: 4.1; hK5 inh: -3.4; FXIIa inh: 5.4; FXIa inh: -0.3; Furin inh: -7.9; Cl transport mod: -3.16; p97 ATPase inh: -0.9; PERK inhibitor: -0.1; Wee1 degr inh: -0.6

Results for CCCc1nnc(SCC(=O)N2CCCCC2C)n1CC (stereo unspecified) ?
thrombin 1536: 4.0; hK5 inh: -10.5; FXIIa inh: -1.3; FXIa inh: -9.9; Furin inh: -10.5[20 µM]; Cl transport mod: -0.0036; p97 ATPase inh: 2.6; PERK inhibitor: 1.3; Wee1 degr inh: -0.6

What do the screens show for `CCCOc1ccc(N2C(=O)CC(SCCc3nc4ccccc4[nH]3)C2=O)cc1` (stereo unspecified)?
thrombin 1536: 6.5; hK5 inh: -5.7; FXIIa inh: 1.9; FXIa inh: -3.8; Furin inh: -17.9; Cl transport mod: -1.02; p97 ATPase inh: 5.3; PERK inhibitor: 0.2; Wee1 degr inh: -1.4

Results for CC1=C(C(=O)Nc2ccccc2)C(c2ccc(O)cc2)N2C(=O)CSC2=N1 (stereo unspecified) ?
thrombin 1536: 42.5*; hK5 inh: 36.9; FXIIa inh: 15.9; FXIa inh: 6.5; Furin inh: -1.9[20 µM]; Cl transport mod: -0.341; p97 ATPase inh: 7.8; PERK inhibitor: 2.0; Wee1 degr inh: -0.2

Results for O=C(Nc1ccc(F)cc1)N(CCCN1CCOCC1)Cc1cc2cc3c(cc2[nH]c1=O)OCO3 ?
thrombin 1536: 1.1; hK5 inh: 5.9; FXIIa inh: 11.8; FXIa inh: 7.6; Furin inh: -18.4; Cl transport mod: 0.0308; p97 ATPase inh: -3.6; PERK inhibitor: -0.8; Wee1 degr inh: -1.1

Results for COc1ccc(/C=N/NC(=O)c2ccoc2C)cc1O ?
thrombin 1536: -5.8; hK5 inh: -7.1; FXIIa inh: 7.9; FXIa inh: -1.2; Furin inh: -3.5; Cl transport mod: 0.842; p97 ATPase inh: 1.5; PERK inhibitor: 0.5; Wee1 degr inh: -0.7
